TRPV1 agonist: HTS Assay for Compounds that Act as Agonists of the Vanilloid Receptor 1. TRPV1-expressing cells, Fluo-8 calcium influx, agonist mode. Transient receptor potential cation channel subfamily V member 1 (Homo sapiens), Q8NER1. AID 540275, 2011. activation, % at 8.33 µM. 320,000 compounds, 0.19% hits; in the data active means activation above about 80%; inconclusive means between about 30% and that limit; further: 0% is about no effect
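TRPV1-expressing cells were cultured overnight at 35.5C and loaded with Fluo-8 calcium dye for 40 to 90 min at room temperature. After a 10 s baseline, compound was added and calcium influx was read kinetically for 3 min (ex 480/em 520 nm).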
FLuc modulator: qHTS profiling assay for firefly luciferase inhibitor/activator using purifed enzyme and Km concentrations of substrates (counterscreen for miR-21 project); Luciferin 4-monooxygenase (Photinus pyralis), P08659; purified FLuc, Km substrates, luminescence inhibition; Potency, µM (highest dose often 57.5 µM), inactives show at the highest dose activity change, negative = inhibition, most hits filed as inhibitors; 360,000 compounds, 6.9% hits; AID 588342, 2011;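 further: potency means the concentration at half of the fitted maximal effect; plate controls were vehicle for no effect and reference inhibitor for full effect; nearly all actives have a fitted effect of over 55% in size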
Target sequence (P08659 whole entry, looked up): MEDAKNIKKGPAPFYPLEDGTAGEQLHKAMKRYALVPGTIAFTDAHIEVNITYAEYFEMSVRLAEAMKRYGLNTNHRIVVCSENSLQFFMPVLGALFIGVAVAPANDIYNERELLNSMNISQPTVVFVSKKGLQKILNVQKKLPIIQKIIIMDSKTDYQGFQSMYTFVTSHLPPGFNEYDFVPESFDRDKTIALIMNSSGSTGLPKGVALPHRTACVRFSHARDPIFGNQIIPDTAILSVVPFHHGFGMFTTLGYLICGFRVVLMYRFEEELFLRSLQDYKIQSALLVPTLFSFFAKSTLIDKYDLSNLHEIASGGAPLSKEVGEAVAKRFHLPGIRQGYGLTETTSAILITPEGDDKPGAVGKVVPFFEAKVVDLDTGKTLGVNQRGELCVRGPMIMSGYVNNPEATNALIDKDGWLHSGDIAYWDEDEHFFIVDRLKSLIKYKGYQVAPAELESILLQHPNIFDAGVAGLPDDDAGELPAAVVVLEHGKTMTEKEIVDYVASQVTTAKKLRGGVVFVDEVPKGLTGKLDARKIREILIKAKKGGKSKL
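Purified P. pyralis luciferase, 10 nM final, with Km-level 10 uM D-luciferin and 10 uM ATP in 50 mM Tris acetate pH 7.5, 10 mM Mg acetate, 0.01% Tween-20, 0.05% BSA; 6-point qHTS titration about 60 µM downward; luminescence read.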
p53 reactivator: qHTS assay for re-activators of p53 using a Luc reporter | Potency, µM (doses to about 92.2 µM), for inactives: top-dose activity change, positive = activation, usual class: activators | AID 504706, 2011 | H1299 p53-A138V BP100-luciferase reporter, luminescence, 24 h | 320,000 compounds, 0.063% hits; further: potency means the concentration at half of the fitted maximal effect; % of control where 0% means no effect; nearly all actives have a fitted effect of over 45% in size
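H1299 (p53-null), stable ts p53-A138V + BP100-Luc; 1000 cells/well, Opti-MEM/10% FBS; cpd 4 pt, 1:5; 24 h, 37 deg C, 5% CO2; detection reagent 10 min RT; luminescence.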
BRCA1 expr act: qHTS Assay to Identify Small Molecule Activators of BRCA1 Expression. MCF7-BRCA1-FFLuc reporter, luminescence, 48 h; response scale: scaled: vehicle 0%, 10 µM genistein 100%. Potency, µM (titrated, usually from 46.1 µM), for inactives: at the top dose activation, most hits filed as activators. 380,000 compounds, 1.1% hits; further: potency means the concentration at half of the fitted maximal effect; nearly all actives have a fitted effect of over 80% in size; some results filed as inactive show a strong effect at the top dose
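Luminescence from a BRCA1-driven firefly luciferase in MCF7 cells was read after 48 h compound exposure at 37 C. Data normalized against DMSO and a 10microM genistein activation control, then curve-fitted across the titration.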
Rab9 prom act: qHTS Assay for Rab9 Promoter Activators; Huh7 Rab9 promoter-luciferase reporter, luminescence, 24 h; Potency, µM (series often up to 9.22 µM), inactives show at the highest dose activation, negative = inhibition, hits mostly activators; 320,000 compounds, 2.8% hits; AID 485297, 2010; further: potency means the concentration at half of the fitted maximal effect; % of control where 0% means no effect; nearly all actives have a fitted effect of over 60% in size
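Cells were plated at 1500 per well in reduced-serum medium with 10% FBS and left 2 h. Compound in DMSO was then added for 24 h at 37 °C. Reporter signal was read by luminescence after 10 min with luciferase detection reagent.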
NPC1 prom act: qHTS Assay for NPC1 Promoter Activators | Potency, µM (doses to about 9.22 µM), without a hit: at the top dose activation, hits mostly activators | AID 485313, 2010 | 320,000 compounds, 2.4% hits | Huh7 NPC1 promoter luciferase reporter, 24 h;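 further: potency means the concentration at half of the fitted maximal effect; % of control where 0% means no effect; nearly all actives have a fitted effect of over 60% in size; reporter is driven by a mutant NPC1 promoter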
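In 1536-well qHTS, Huh7 cells harboring an NPC1 promoter–luciferase construct received compound for 24 h; activation was quantified by luminescence following luciferase reagent addition.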
RORg inh: qHTS for inhibitors of ROR gamma transcriptional activity; Drosophila S2 Gal4-RORgamma UAS-luciferase reporter, 20 h; Potency, µM (titrated, usually from 53.6 µM), inactives show at the top dose activity change, negative = inhibition, most hits filed as inhibitors; 310,000 compounds, 5.4% hits; AID 2551, 2010; further: potency means the concentration at half of the fitted maximal effect; on the % scale 0 is the no-effect control and ±100 the full control effect; nearly all actives have a fitted effect of over 60% in size
Target sequence (P51450 whole entry, looked up, the tested form may be a part): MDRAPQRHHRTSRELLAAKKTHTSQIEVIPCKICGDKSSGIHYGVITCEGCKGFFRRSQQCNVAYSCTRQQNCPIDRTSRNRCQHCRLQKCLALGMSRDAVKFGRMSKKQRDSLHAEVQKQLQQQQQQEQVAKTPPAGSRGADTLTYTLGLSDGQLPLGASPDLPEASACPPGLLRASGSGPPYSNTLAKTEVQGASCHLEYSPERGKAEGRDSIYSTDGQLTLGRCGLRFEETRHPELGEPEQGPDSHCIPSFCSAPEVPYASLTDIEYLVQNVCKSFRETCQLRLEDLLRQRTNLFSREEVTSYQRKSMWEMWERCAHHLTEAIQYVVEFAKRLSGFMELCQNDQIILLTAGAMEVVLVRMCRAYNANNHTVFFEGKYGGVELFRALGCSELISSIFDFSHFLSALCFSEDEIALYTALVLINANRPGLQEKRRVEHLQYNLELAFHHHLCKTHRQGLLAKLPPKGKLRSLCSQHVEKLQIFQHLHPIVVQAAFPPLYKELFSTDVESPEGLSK
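Luciferase reporter read in Schneider cells carrying Gal4-RORγ (mouse) and UAS-Photinus luciferase; cells given compound 1 h before 700 uM copper sulfate induction, then incubated 20 h at ambient temperature.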
ELG1 genotoxic: qHTS screen for small molecules that induce genotoxicity in human embryonic kidney (HEK293T) cells expressing luciferase-tagged ELG1 | 330,000 compounds, 1.3% hits | HEK293T ELG1-luciferase reporter, luminescence, 16 h | Potency, µM (top dose mostly 46 µM), without a hit: at the top dose activity change, positive = activation, usual class: activators | AID 504466, 2011; further: potency means the concentration at half of the fitted maximal effect; % of control where 0% means no effect; nearly all actives have a fitted effect of over 60% in size
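Quantitative HTS format in 1536-well plates. HEK293T ELG1-luciferase reporter cells receive test compound and are incubated 16 hr at 37 °C, 5% CO2; ONE-Glo added, 30 min room temperature, then luminescence read.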
Tb PFK inh: qHTS Assay to Find Inhibitors of T. brucei phosphofructokinase | 330,000 compounds, 0.17% hits | T. brucei PFK, ADP-Glo luminescence | AID 485367, 2010 | Potency, µM (titrated, usually from 57.5 µM), for the others: at the top dose activity, negative = inhibition, actives largely listed as inhibitors;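 further: potency means the concentration at half of the fitted maximal effect; 0% = uninhibited 1x PFK enzyme wells and -100% = no-enzyme wells; nearly all actives have a fitted effect of over 60% in size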
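Luminescent ADP detection (ADP-Glo, two-step: ATP depletion then ADP-to-ATP conversion for luciferase) reported PFK activity after 45 min room-temperature reaction of 1.25 nM enzyme with 0.5 mM F6P and 0.1 mM ATP at pH 8.0.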
VP16 counter: VP16 counterscreen qHTS for inhibitors of ROR gamma transcriptional activity | 310,000 compounds, 3.5% hits | AID 2546, 2010 | Drosophila S2 Gal4-VP16 UAS-luciferase, luminescence, 20 h | Potency, µM (titrated, usually from 53.6 µM), for the others: top-dose activity, negative = inhibition, usual class: inhibitors;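 further: Gal4-VP16 expression switched on by copper sulfate through the metallothionein promoter; potency means the concentration at half of the fitted maximal effect; on the % scale 0 is the no-effect control and ±100 the full control effect; nearly all actives have a fitted effect of over 50% in size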
ELG1 repair inh: qHTS screen for small molecules that inhibit ELG1-dependent DNA repair in human embryonic kidney (HEK293T) cells expressing luciferase-tagged ELG1; Potency, µM (doses to about 46.1 µM), for the others: top-dose activity change, negative = inhibition, usual class: inhibitors; HEK293T ELG1-luciferase reporter, luminescence, 16 h; DNA damage induced by 5-fluorouridine; 330,000 compounds, 2.3% hits; further: potency means the concentration at half of the fitted maximal effect; on the % scale 0 is the no-effect control and ±100 the full control effect; nearly all actives have a fitted effect of over 55% in size
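5-Fluorouridine DNA damage + compound/DMSO, 2,000 cells/well, 16 h, 37 °C/5% CO2. ONE-Glo, 30 min RT, luminescence. Readout = decrease in reporter signal.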
An asterisk follows results filed as active; u = inconclusive; x = no result given; [ ] = another dose, or the depositor's remark. Unless noted, the call rests on the fitted dose curve; in most records, active means well fitted curve in the direction sought with a large enough effect; inconclusive means small, poorly fitted or top-dose-only effect, or another doubt; inactive means no such curve, though single readings can be large; an effect the other way counts as inactive or inconclusive. Rows are unselected (roughly 15% active in at least one column).

SMILES	TRPV1 agonist	FLuc modulator	p53 reactivator	BRCA1 expr act	Rab9 prom act	NPC1 prom act	RORg inh	ELG1 genotoxic	Tb PFK inh	VP16 counter	ELG1 repair inh
COc1ccc(S(=O)(=O)Nc2c(C)n(C)n(-c3ccccc3)c2=O)cc1C(=O)O	0	0%	u	-16%	8%	8%	-2%	-2%	2%	-5%	2%
O=C(CCN1C(=O)c2ccccc2C1=O)Nc1cccc(S(=O)(=O)N2CCCCC2)c1	8	4%	-2%	4%[1.84 µM]	0%	-1%	7%	3%	-2%	4%	-10%
COCCCNC(=O)c1c(N)n(-c2cccc(S(N)(=O)=O)c2)c2nc3ccccc3nc12	1	6%	-3%	-21%	-6%	-5%	-13%	-18%	-2%	-6%	12µM*
O=C(c1nn2c(C(F)(F)F)cc(-c3ccc(F)cc3)nc2c1Cl)N1CCOCC1	4	-6%	-1%	-34%	-1%	-2%	20%	-17%	0%	-20%	0%
Cc1ccc(C)c(N(CC(=O)NCc2ccc3c(c2)OCO3)C(=O)CCC(=O)Nc2ccccn2)c1	-2	1%	-7%	-58%	1%	-2%	4%[10 µM]	-4%	-2%	-1%	-22%
Cc1cc(C)cc(C(=O)NCC(=O)OCC(=O)N2CCCCC2)c1	5	-5%	-1%	14%	10%	2%	6%	2%	-6%	0%	-7%
CCOc1ccc(NC(=O)C2CCC(N3C(=O)C4CC=CCC4C3=O)CC2)cc1 (stereo not given)	-4	-7%	-6%	-29%	11%	2%	28%	-5%	3%	-8%	u
Cc1ccc(NS(=O)(=O)c2cc(C(=O)N3CCCC3)ccc2C)cc1C	-1	0%	-3%	-16%	-2%	-1%	-26%	-4%	0%	1%	-15%
CCCCCCNS(=O)(=O)c1ccc(NC(=O)C2CCCO2)cc1 (stereo not given)	6	0%	-1%	-17%	-8%	-2%	33%	6%	-4%	1%	-4%
C(=N\Nc1ccccn1)/c1ccc(N2CCOCC2)cc1	6	6µM*	2%	u	2.8µM*	3.2µM*	u	u	-3%	-30%	u
COc1ccc2nc(N3CCCCC3)c(C#N)cc2c1	-1	3.8µM*	u	11µM*	3.2µM*	17%	-28%	u	1%	4%	u
COc1ccc(Nc2c(-c3ccco3)nc3cccc(C)n23)cc1	-4	u	5%	-3%	0%	3%	-31%	-4%	-4%	7%	6%
Cc1cc(S(=O)(=O)Cc2noc(-c3c(C)noc3C)n2)c(C)cc1Cl	1	-1%	-4%	-56%	1%	0%	u	1%	1%	1%	u
CCCOc1ccccc1OCC(=O)Nc1ccc(S(=O)(=O)N2CCCC2)cc1	7	12%	-5%	-20%	-2%	1%	x	-10%	1%	x	u
CC(=O)Nc1ccc2nc(CN3CCC(CO)(CCc4ccccc4)CC3)ccc2c1	27	2%	-5%	-2%	4%	0%	3%	1%	1%	-5%	5%
COc1cc2c(cc1OC)CN(C(=O)c1ccco1)CC2	5	2%	-4%	13%	2%	-2%	-13%	1%	-2%	0%	29%
CCN(CC)C(=O)COc1ccc(-c2nnc(Nc3ccc(OC)c(C(=O)NC)c3)c3ccccc23)cc1	0	-30%	-5%	0%	-6%	12%	6%	-6%	0%	1%	-21%
O=C(N/N=C/c1cc2c3c(c1O)CCCN3CCC2)c1ccccc1O	0	24µM*	u	-74%	-26%	-9%	u	-12%	27%	20µM*	u
COc1ccc(-c2ccc3ccccc3n2)cc1	17	1.2µM*	6%	u	0.4µM*	0.71µM*	u	0.92µM*	-5%	u	u
COc1ccc(-c2cc(C(=O)Nc3cc(C)ccc3O)no2)cc1	0	-8%	15%	u	20%	u	0%	21µM*	10%	-4%	u
O=C(/C=C(\O)c1ccccc1)C(=O)NNC(=O)c1ccccc1[N+](=O)[O-]	0	2%	21%	86%	1%	11%	11%	2%	3%	u	4%
c1ccc2c(c1)ccc1nnc(SCc3ccc4c(c3)OCO4)n12	7	u	6%	56%	3%	8%	29%	22%	3%	8%	u
O=C1C2C3C=CC(C3)C2C(=O)N1c1ccc(-c2nc3ccccc3o2)cc1 (stereo not given)	-1	2.7µM*	x	u	1.4µM*	1.4µM*	14%	1.8µM*	0%	15%	u
O=C(C[C@H]1C/C=C\CC[C@@H](Cc2ccc(F)cc2)C(=O)OCCNC1=O)NCCO	x	x	7%	3%	x	x	x	-1%	5%	x	u
Cc1cc([N+](=O)[O-])nn1Cc1ccc(F)cc1	1	5%	9%	0%	1%	-9%	13%	5%	-3%	4%	-3%
O=C(CN1C(=O)NC(Cc2c[nH]c3ccccc23)C1=O)Nc1cccc(S(=O)(=O)N2CCOCC2)c1 (stereo not given)	1	1%	-3%	-6%	-8%	-3%	38%	0%	-6%	-14%	-19%
O=C(Nc1ccc(S(=O)(=O)N2CCCC2)cc1)C1CCCCC1	24	1%	1%	-22%	4%	-1%	-6%	0%	0%	6%	-18%
COc1ccc(-c2csc(N)n2)cc1F	4	u	-1%	u	u	u	-31%	u	12%	-25%	u
COc1ccc(/C(C)=N\NC(=O)C(c2ccncc2)N2CCOCC2)cc1 (stereo not given)	-1	1%	3%	-15%	-7%	-2%	10%	2%	0%	-2%	-1%
COc1ccc(NC(=O)CCNC(=O)Cn2ccc3ccccc3c2=O)c(OC)c1	x	5%	-11%	-1%	-3%	1%	2%	-5%	-7%	-3%	0%

8 of the compounds above, in CSV form:
SMILES,TRPV1 agonist,FLuc modulator,p53 reactivator,BRCA1 expr act,Rab9 prom act,NPC1 prom act,RORg inh,ELG1 genotoxic,Tb PFK inh,VP16 counter,ELG1 repair inh
O=C1C2C3C=CC(C3)C2C(=O)N1c1ccc(-c2nc3ccccc3o2)cc1 (stereo not given),-1,2.7µM*,x,u,1.4µM*,1.4µM*,14%,1.8µM*,0%,15%,u
O=C(C[C@H]1C/C=C\CC[C@@H](Cc2ccc(F)cc2)C(=O)OCCNC1=O)NCCO,x,x,7%,3%,x,x,x,-1%,5%,x,u
Cc1cc([N+](=O)[O-])nn1Cc1ccc(F)cc1,1,5%,9%,0%,1%,-9%,13%,5%,-3%,4%,-3%
O=C(CN1C(=O)NC(Cc2c[nH]c3ccccc23)C1=O)Nc1cccc(S(=O)(=O)N2CCOCC2)c1 (stereo not given),1,1%,-3%,-6%,-8%,-3%,38%,0%,-6%,-14%,-19%
O=C(Nc1ccc(S(=O)(=O)N2CCCC2)cc1)C1CCCCC1,24,1%,1%,-22%,4%,-1%,-6%,0%,0%,6%,-18%
COc1ccc(-c2csc(N)n2)cc1F,4,u,-1%,u,u,u,-31%,u,12%,-25%,u
COc1ccc(/C(C)=N\NC(=O)C(c2ccncc2)N2CCOCC2)cc1 (stereo not given),-1,1%,3%,-15%,-7%,-2%,10%,2%,0%,-2%,-1%
COc1ccc(NC(=O)CCNC(=O)Cn2ccc3ccccc3c2=O)c(OC)c1,x,5%,-11%,-1%,-3%,1%,2%,-5%,-7%,-3%,0%

The listing continues.
SMILES	TRPV1 agonist	FLuc modulator	p53 reactivator	BRCA1 expr act	Rab9 prom act	NPC1 prom act	RORg inh	ELG1 genotoxic	Tb PFK inh	VP16 counter	ELG1 repair inh
CCN(CC)C(=O)c1[nH]cnc1C(=O)N[C@@H](Cc1ccccc1)C(=O)OCc1ccccc1	u	-2%	0%	14%	1%	2%	14µM*	-6%	7%	u	-19%
C[C@@H]1CC=C[C@H]2[C@H]1C(=O)N(Cc1ccccc1)[C@H]2c1ccoc1	18	0%	15%	6%	-4%	1%	20%	-3%	1%	1%	8%
Cc1cccc(C(=O)NC(=S)Nc2ccccc2C(F)(F)F)c1	8	-19%	u	-15%	12%	17%	4.5µM*	-1%	4%	5.6µM*	0%
CCOc1ccccc1N(CC(=O)NCCSCc1ccco1)S(=O)(=O)c1ccccc1	19	2%	4%	-45%	4%	4%	13%	-14%	-12%	1%	-12%
